C-LANA FP = inhibitors of KSHV LANA C-terminal domain DNA binding; MBP-C-LANA/FAM-LBS DNA binding, fluorescence polarization; inhibition, % at 9 µM; hit rate 0.078% among 340,000; AID 504423;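 active means highest replicate inhibition at or above 60% at 9 µM, even if other replicates fall short; inactive means all replicates below 60% inhibition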;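 further: 0% = neutral control wells and 100% = 4 µM acridine orange control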
Arrestin-AP2 inh = inhibitors of human beta-arrestin and AP2 interaction | inhibition, % at 10 µM | AID 504490 | FITC-arrestin peptide / GST-AP2 beads, flow cytometry; AP2 beta2 appendage carries R879A mutation | hit rate 0.31% among 340,000;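 active means inhibition above a set limit, near 3 SD of compounds lacking own fluorescence, cut at about 54% in these data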;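 further: plate controls were DMSO wells for no effect and 5 µM unlabelled arrestin peptide for full effect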
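Test system: GST-tagged AP2 beta2-adaptin appendage (R879A) on 4 µm glutathione beads; also added: fluorescein-tagged arrestin peptide at 50 nM final; timing: 12 min plus 1 h, RT; signal: flow cytometry, FL1 (488/535 nm); read-out: percent drop in bead-associated FITC signal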
Wnt act = activates Wnt/beta-catenin signaling in a reporter cell assay. hit rate 1.2% among 300,000. activation, % at 9.35 µM. AID 743398. activator, plate reader; in the data active means activation above about 30%, passing the limit was not always enough;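 further: 0% = neutral control wells and 100% = positive control wells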
cardiac RTF act = increases calcium sensitivity of human cardiac regulated thin filaments. IANBD-labeled TnC RTF fluorescence at EC20 calcium; 0% EC20 calcium, 100% full calcium. activation, % at 7.2 µM. hit rate 0.24% among 340,000;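 active means activation above the mean over all tested compounds plus 3 SD, cut at about 30% in these data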;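 further: rise in fluorescence read as greater calcium sensitivity of cardiac thin filaments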
Keap1-Nrf2 PPI = inhibitors of human Keap1-Nrf2 protein-protein interaction | Q14145 | Keap1 Kelch-Nrf2 peptide fluorescence polarization, 1536-well | inhibition, % at 9.4 µM | hit rate 0.15% among 340,000; in the data active means inhibition above about 12%;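 further: human Keap1 Kelch domain with fluorescein labeled Nrf2 9mer peptide probe; 0% = neutral control wells and 100% = peptide positive control; higher means more block of Keap1 binding to Nrf2 peptide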
MOR-DOR ag = OPRM1-OPRD1 heterodimerization agonism. P35372+P41143. cells, luminescence. activation, % at 9.3 µM. hit rate 0.3% among 340,000. AID 504326; in the data active means activation above about 18%;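 further: 0% = vehicle-treated cells and 100% = reference agonist; values of inactives mirror those of a sister screen read the other way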
OPRM1-OPRD1 inv = inverse agonists of human mu-delta opioid receptor heterodimerization; cell-based MOR-DOR heterodimer luminescence, inverse agonism; inhibition, % at 9.3 µM; hit rate 0.21% among 340,000; in the data active means inhibition above about 22%, passing the limit was not always enough;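 further: 0% = cells with DMSO and 100% = wells without cells with DMSO; values of inactives mirror those of a sister screen read the other way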
RTF Ca sens inh = cardiac RTF calcium desensitization | IANBD-labeled cardiac RTF, Ca2+ fluorescence | inhibition, % at 7.15 µM | AID 493244 | hit rate 0.12% among 340,000 | P19429+P45379;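 active means inhibition above the mean inhibition of all tested compounds plus 3 SD, cut at about 17% in these data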;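 further: assay run at fixed EC70 calcium of 1.6 mM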
Pemphigus Ab inh = inhibitors of pemphigus antibody binding to human desmoglein-3; P32926; DSG3-coupled beads, scFv-anti-DSG3-GFP binding, flow cytometry; stronger effect = lower value; binding (percent of control), % at 10 µM; hit rate 0.48% among 310,000; AID 588358;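 active means binding more than 3 SD below its plate's average and above zero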; further: some compounds called inactive have numbers as strong as hits
Target sequence (P32926 whole entry, looked up): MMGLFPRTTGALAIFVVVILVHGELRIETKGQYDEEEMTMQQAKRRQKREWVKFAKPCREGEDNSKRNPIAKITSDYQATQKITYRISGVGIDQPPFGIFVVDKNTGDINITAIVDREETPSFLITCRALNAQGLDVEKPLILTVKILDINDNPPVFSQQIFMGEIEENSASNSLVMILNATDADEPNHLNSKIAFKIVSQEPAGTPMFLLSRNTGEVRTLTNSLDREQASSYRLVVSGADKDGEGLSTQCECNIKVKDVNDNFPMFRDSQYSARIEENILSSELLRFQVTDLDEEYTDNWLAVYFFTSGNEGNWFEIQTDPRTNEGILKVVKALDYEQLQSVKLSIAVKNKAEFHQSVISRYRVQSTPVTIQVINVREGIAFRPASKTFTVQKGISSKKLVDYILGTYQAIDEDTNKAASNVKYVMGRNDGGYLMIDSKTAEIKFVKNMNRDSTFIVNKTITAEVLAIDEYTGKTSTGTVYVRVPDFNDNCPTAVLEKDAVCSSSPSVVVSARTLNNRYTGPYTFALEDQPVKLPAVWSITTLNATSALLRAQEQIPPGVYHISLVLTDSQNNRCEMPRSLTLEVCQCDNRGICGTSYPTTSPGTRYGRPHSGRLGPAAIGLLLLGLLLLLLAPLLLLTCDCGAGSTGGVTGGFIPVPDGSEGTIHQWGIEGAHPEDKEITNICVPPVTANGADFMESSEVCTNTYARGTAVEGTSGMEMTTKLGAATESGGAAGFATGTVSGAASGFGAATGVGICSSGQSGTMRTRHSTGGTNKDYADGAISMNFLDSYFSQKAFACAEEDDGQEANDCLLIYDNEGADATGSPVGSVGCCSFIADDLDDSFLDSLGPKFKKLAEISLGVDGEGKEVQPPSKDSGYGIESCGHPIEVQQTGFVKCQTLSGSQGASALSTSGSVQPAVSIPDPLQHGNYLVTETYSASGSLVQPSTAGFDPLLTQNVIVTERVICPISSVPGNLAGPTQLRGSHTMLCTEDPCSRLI
V-ATPase pH = regulators of yeast V-ATPase proton transport; S. cerevisiae, pHLuorin cytosolic pH fluorescence; hit rate 0.37% among 350,000; AID 504577; response, % at 10 µM; in the data active means response mostly above about 7.3%, no sharp cut-off; inactive means mostly below about 5.4%; further: actives read high; inactives centre near 0; some compounds called inactive have numbers as strong as hits; reference of the scale not given here
Active calls of the source: *; . = not tested or not shown. No enrichment for hits; about 3.1% have a hit in one of these screens.

SMILES	C-LANA FP	Arrestin-AP2 inh	Wnt act	cardiac RTF act	Keap1-Nrf2 PPI	MOR-DOR ag	OPRM1-OPRD1 inv	RTF Ca sens inh	Pemphigus Ab inh	V-ATPase pH
O=C(CNC(=O)c1cccs1)OCc1ccc(Cl)cc1	-1.0	2	-2	0	-5	0.3	-2	0	132	-1
CCOC(=O)C1CCN(CCC(=O)Nc2ccc(C)cc2)CC1	1.1	0	12	-3	3	2.2	-11	0	97	-4
CC(C)=CCCC1(C)C=Cc2c(ccc3c2[nH]c2cc(O)c(C)cc23)O1 (centres undefined)	2.1	11	-3	-1	6	13	-72	-2	101	-2
CC1CCCN(C(=O)C2CCN(S(=O)(=O)c3cccc4cccnc34)CC2)C1 (centres undefined)	-0.7	-5	-4	2	3	-0.7	4	-13	104	-3
CCOc1ccc(N/C(C)=C\C(=O)c2ccc3c(c2)OCCO3)cc1	0.1	6	36*	-4	3	-2.3	13	-6	105	-1
COc1ccc2c(c1)c(C(=O)CN1CCC3(CC1)OCCO3)c(C)n2C	1.6	13	-2	2	0	-2.6	13	-9	104	-2
NNc1ncnc2c1cnn2-c1ccccc1	-0.7	-4	.	1	-4	0.6	-4	10	95	-1
Cc1ccc(S(=O)(=O)NN2C(=O)c3ccccc3NC2c2ccccc2O)cc1 (centres undefined)	1.0	29	-1	.	1	.	.	.	.	0
CCOc1ccc2nc(N(CCN(CC)CC)C(=O)c3cccc([N+](=O)[O-])c3)sc2c1	0.6	-6	12	-3	-4	0.0	0	-2	93	0
CCOc1ccc(/C=C/C2=Cc3c(sc(NC(=O)CSc4n[nH]c(N)n4)c3C#N)C(C)(C)C2)cc1	-0.4	2	.	12	-9	-0.4	2	-24	81*	-2
Cc1cc(N2C(=O)c3ccc(C(=O)Nc4ccc(O)cc4C(=O)O)cc3C2=O)no1	1.4	0	0	5	3	-1.9	11	-6	.	6
CCOC(=O)c1sc2cc([N+](=O)[O-])cc(SCC(=O)OC)c2c1N	-0.4	10	-1	4	-11	3.9	-21	-6	117	-3
CCSc1nnc(NC(=O)c2nn(C(C)C)c(=O)c3ccccc23)s1	-3.8	-14	0	-1	-3	-2.2	14	-16	.	1
CCN(C(=O)CSc1nnc(C)n1-c1ccccc1)C1CCS(=O)(=O)C1 (centres undefined)	0.3	35	0	-4	0	-3.2	16	-4	97	4
CCOCCCN(C(=O)c1snc(C(N)=O)c1N)C(C(=O)NC1CCCC1)c1ccc(O)c(OC)c1 (centres undefined)	-0.1	3	-1	1	4	-1.8	10	5	107	2
CC(=O)Oc1ccc2nc(-c3ccc(Br)o3)oc(=O)c2c1	-1.6	-3	1	3	-4	-2.9	15	-10	116	-3
CC(C)CC1c2[nH]c3ccccc3c2CCN1C(=O)C1CCOCC1 (centres undefined)	2.4	-2	-2	0	-2	-0.5	3	-2	103	-1
CCOc1ccccc1OCCC(=O)OCC(=O)c1ccc[nH]1	-2.4	-7	-1	0	-2	-3.0	15	3	98	-1
Cc1ccc(N=Cc2ccc[nH]2)c(O)c1	-0.3	-1	.	0	2	4.9	-24	-9	102	2
COc1cccc(CN(CC(=O)NC2CCCC2)C(=O)c2csnn2)c1	0.1	-1	-3	-6	-4	-1.7	11	1	102	1
CC(=O)N1CCc2cc(C(=O)CN3CCN(c4ccccc4F)CC3)ccc21	1.4	-4	-1	-5	-4	-1.5	9	-4	107	-9
O=C(CNC(=O)c1ccccc1F)NCCCN1CCCC1=O	-0.2	27	2	1	1	-0.5	3	-2	104	-5
COc1cc2c(cc1OC)C(COc1ccc(F)cc1)N(C(=O)c1ccco1)CC2 (centres undefined)	-0.7	-5	.	-6	1	-2.2	12	-5	102	0
Cc1ccc(-c2nnc(Nc3ccc(O)cc3)c3ccccc23)cc1S(=O)(=O)NCCO	-0.5	-11	-1	-1	2	-2.2	12	-8	107	1
CCOC(=O)c1sc(NC(=O)CSc2nc(C)cc(C(F)(F)F)n2)c(C#N)c1C	1.3	0	.	2	-5	-3.4	18	-11	102	-3
O=C(O)c1c[nH]ccc1=O	-1.9	4	-4	-4	-1	-3.5	18	3	.	-3
O=C(c1ccc(COc2ccccc2Br)cc1)N1CCCCCC1	-1.2	-4	.	2	3	-0.2	1	-3	84	-4
COc1ccc(CCSc2nnc(C3CCCCC3)n2N)cc1	-0.7	18	.	0	-4	-2.3	12	1	107	4
COc1cccc(NC(=O)CSc2nc3ccccc3c(=O)n2CCCC(=O)N2CCCC2)c1	0.3	-2	-7	1	4	-1.9	10	-2	102	-2
Cc1ccc(S(=O)(=O)Nc2nnc(C(C)(C)C)s2)cc1	2.8	10	1	5	-5	-3.3	15	-6	102	4
Cc1ccc(C(=O)n2cnnc2N)cc1	0.5	-2	-7	0	-1	-1.5	7	-4	103	6
COCCOC(=O)c1c(C)nc(SCC(=O)Nc2ccc(OC)cc2)c(C#N)c1-c1ccco1	1.5	-6	.	-5	-5	-0.8	5	-5	95	0
Cc1ccc(S(=O)(=O)N2CCC(C(=O)OCC(=O)N3CCC(C)CC3)CC2)cc1C	-0.6	-8	-3	4	1	0.5	-2	-9	88	0
CCn1c(SCC(=O)Nc2ccc(C)cc2)nc2nc3c(cc2c1=O)COC(C)(C)C3	-0.2	5	0	0	-4	2.8	-14	-1	.	4
CC1CCN(CC(=O)Nc2ccc(S(=O)(=O)N3CCCC(C)C3)cc2)CC1 (centres undefined)	-3.8	0	-2	2	0	1.5	-7	-3	122	3
CCOC(=O)N1CCC(NC(=O)CS(=O)(=O)Cc2nc(-c3ccc(C)cc3)oc2C)CC1	-0.4	-8	2	4	-5	0.8	-5	-6	95	6
Cc1ccc(NC(=O)N2CCC(O)(c3cccnc3)CC2)cc1	-1.0	15	.	1	-3	-1.9	11	-19	105	-6
COc1ccc(O)c(C(=O)CC(=O)c2ccncc2)c1	-1.0	8	29	-3	-4	-2.6	12	5	.	0
COc1ccc(OC)c(C(O)c2coc3ccc(O)c(CN4CCOCC4)c23)c1 (centres undefined)	-0.3	27	0	8	-2	-1.0	5	-1	100	-1
COc1ccc(CNC(=O)CCCOc2cc(=O)n(C)c3ccccc23)cc1	1.7	20	23	-6	0	-1.3	8	-4	101	-4

Continued, overlapping the part above by 2 compounds.
SMILES	C-LANA FP	Arrestin-AP2 inh	Wnt act	cardiac RTF act	Keap1-Nrf2 PPI	MOR-DOR ag	OPRM1-OPRD1 inv	RTF Ca sens inh	Pemphigus Ab inh	V-ATPase pH
COc1ccc(OC)c(C(O)c2coc3ccc(O)c(CN4CCOCC4)c23)c1 (centres undefined)	-0.3	27	0	8	-2	-1.0	5	-1	100	-1
COc1ccc(CNC(=O)CCCOc2cc(=O)n(C)c3ccccc23)cc1	1.7	20	23	-6	0	-1.3	8	-4	101	-4
COc1cccc(NC(=O)CSc2nc3c([nH]c4ccccc43)c(=O)n2C)c1	-1.2	0	-19	-4	1	14	-68	5	85	0
O=C(CN(c1ccccc1)S(=O)(=O)c1ccccc1[N+](=O)[O-])NN=C1CCCCCCC1	1.0	-1	-5	0	1	-0.8	5	1	99	-73
COc1cccc2cc(-c3nc(-c4cccs4)cs3)c(=O)oc12	20	99*	59*	23	5	0.8	-5	-15	.	-1
Cc1ccc(NC(=O)c2cc(S(=O)(=O)N(C)C)ccc2N2CCCC2)cc1F	0.5	1	-5	-5	5	-2.1	11	-4	108	-1
O=C(NCC1CCCCC1)c1cc(S(=O)(=O)N2CCOCC2)ccc1F	-0.1	.	-1	4	-2	-0.7	3	-10	114	0
CCOc1cc(C(=S)N2CCOCC2)ccc1OS(=O)(=O)c1ccc(C)cc1	2.5	15	0	-2	5	1.0	-5	-4	109	1
O=C(NCc1cccnc1)C(=O)NCC1OCCN1S(=O)(=O)c1ccc(F)cc1 (centres undefined)	-0.6	-7	5	5	0	0.5	-3	-7	204	1
Cn1c(N)c(C(=O)COC(=O)C2CC(=O)N(Cc3ccccc3)C2)c(=O)n(C)c1=O (centres undefined)	1.9	-7	-2	-2	-4	-2.1	10	-4	121	-3
CC1CCCC(NC(=O)c2nn(C)c3c2CS(=O)(=O)c2ccccc2-3)C1C (centres undefined)	-0.1	1	-3	-6	-1	1.0	-5	-8	106	3
CN(C)CCNC(=O)/C=N/O	0.7	8	-1	-10	1	1.3	-9	3	102	0
Cc1cccc2cc3c(nc12)-c1ccccc1C3=O	2.0	-1	10	-1	-3	2.3	-10	-12	100	4
COc1ccc(C(CNC(=O)COc2cc(C)c(Cl)c(C)c2)N2CCCCC2)cc1 (centres undefined)	-4.3	-12	-2	3	-7	6.5	-35	0	107	2
COC(=O)c1cc2oc(C)cc2n1CC(=O)Nc1ccc(C)c(C)c1	0.2	26	.	4	1	1.0	-6	-4	82	2

Compounds shown so far with an NH in an aromatic ring (7):
SMILES	C-LANA FP	Arrestin-AP2 inh	Wnt act	cardiac RTF act	Keap1-Nrf2 PPI	MOR-DOR ag	OPRM1-OPRD1 inv	RTF Ca sens inh	Pemphigus Ab inh	V-ATPase pH
CC(C)=CCCC1(C)C=Cc2c(ccc3c2[nH]c2cc(O)c(C)cc23)O1 (centres undefined)	2.1	11	-3	-1	6	13	-72	-2	101	-2
CCOc1ccc(/C=C/C2=Cc3c(sc(NC(=O)CSc4n[nH]c(N)n4)c3C#N)C(C)(C)C2)cc1	-0.4	2	.	12	-9	-0.4	2	-24	81*	-2
CC(C)CC1c2[nH]c3ccccc3c2CCN1C(=O)C1CCOCC1 (centres undefined)	2.4	-2	-2	0	-2	-0.5	3	-2	103	-1
CCOc1ccccc1OCCC(=O)OCC(=O)c1ccc[nH]1	-2.4	-7	-1	0	-2	-3.0	15	3	98	-1
Cc1ccc(N=Cc2ccc[nH]2)c(O)c1	-0.3	-1	.	0	2	4.9	-24	-9	102	2
O=C(O)c1c[nH]ccc1=O	-1.9	4	-4	-4	-1	-3.5	18	3	.	-3
COc1cccc(NC(=O)CSc2nc3c([nH]c4ccccc43)c(=O)n2C)c1	-1.2	0	-19	-4	1	14	-68	5	85	0
